Screening data (PubChem)
FBW7 act: activators of human E3 ligase FBW7 | 0.13% of 650,000 active | AlphaScreen FBW7–phospho-cyclin E peptide binding, activator screen | normalized activity (activation), % at 26.1 µM | Q969H0; in the data active = normalized activity above about 1.9%;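 note: purified mutant Fbw7 with reduced substrate affinity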
GPR151 activ: human GPR151 activation | AID 1508602 | activation, % at 11.2 µM | PathHunter beta-arrestin GPR151 cells, luminescence | Q8TDV0 | 1% of 650,000 active; in the data active = activation above about 4.9%;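 note: 0% = median of compound wells and 100% = cells with positive control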
Target sequence (Q8TDV0 whole entry, looked up): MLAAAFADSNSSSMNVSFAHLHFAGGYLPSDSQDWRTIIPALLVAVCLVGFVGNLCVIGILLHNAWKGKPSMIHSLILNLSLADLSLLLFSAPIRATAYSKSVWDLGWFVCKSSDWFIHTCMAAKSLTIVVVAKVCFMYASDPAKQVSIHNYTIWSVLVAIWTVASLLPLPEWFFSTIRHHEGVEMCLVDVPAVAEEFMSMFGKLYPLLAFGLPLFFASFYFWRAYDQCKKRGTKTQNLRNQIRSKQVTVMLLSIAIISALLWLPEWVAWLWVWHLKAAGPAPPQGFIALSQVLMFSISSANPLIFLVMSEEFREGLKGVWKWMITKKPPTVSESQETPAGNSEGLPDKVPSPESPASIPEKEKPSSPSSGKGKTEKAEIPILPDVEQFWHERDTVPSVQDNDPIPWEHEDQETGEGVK
MITF inh: inhibitors of human MITF; AlphaScreen MITF homodimerization, bead proximity signal; 0.91% of 650,000 active; inhibition, % at 2.6 µM; O75030; in the data active = inhibition above about 50%;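 note: 0% = vehicle wells with protein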
Target sequence (O75030 whole entry, looked up): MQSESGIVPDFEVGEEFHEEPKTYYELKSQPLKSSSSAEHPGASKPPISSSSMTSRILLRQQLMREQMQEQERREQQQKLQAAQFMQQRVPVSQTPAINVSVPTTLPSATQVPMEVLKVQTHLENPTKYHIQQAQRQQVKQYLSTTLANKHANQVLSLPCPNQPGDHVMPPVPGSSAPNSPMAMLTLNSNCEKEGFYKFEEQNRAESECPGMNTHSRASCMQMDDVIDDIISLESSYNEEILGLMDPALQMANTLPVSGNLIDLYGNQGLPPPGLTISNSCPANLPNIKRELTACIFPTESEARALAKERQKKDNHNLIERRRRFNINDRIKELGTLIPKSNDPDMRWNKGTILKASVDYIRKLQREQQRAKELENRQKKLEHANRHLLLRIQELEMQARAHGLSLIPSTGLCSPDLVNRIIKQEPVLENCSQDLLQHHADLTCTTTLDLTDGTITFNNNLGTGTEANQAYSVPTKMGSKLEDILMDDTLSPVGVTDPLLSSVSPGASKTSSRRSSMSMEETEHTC
TEAD-YAP inh: TEAD-YAP interaction inhibition. HEK-TIYL cells, TEAD-Gal4/YAP UAS-luciferase luminescence. 1.4% of 640,000 active. inhibition, % at 9.12 µM; in the data active = inhibition above about 32%;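 note: 0% = median of test compound wells and 100% = reference inhibitor wells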
The depositor's hits bear a star. Not a hit list; overall some 3.4% were active at least once.

SMILES | FBW7 act | GPR151 activ | MITF inh | TEAD-YAP inh
COCCN1C(=O)/C(=C/c2ccc(F)cc2)SC1=S | -0.5 | -1.5 | -6 | -3
Cc1ccccc1N(C)S(=O)(=O)c1ccc2[nH]cc(C(=O)NCCCN3CCOCC3)c(=O)c2c1 | -0.2 | -0.4 | 15 | 8
COc1cc(C2Nc3ccccc3-c3nnc(SC)nc3O2)cc(Cl)c1O (stereo not given) | -0.1 | 0.6 | 6 | -12
Clc1ccc(OCCNCCN2CCOCC2)c(Cc2ccccc2)c1 | 0.0 | -0.5 | 36 | 10
Cc1ccc(NC(=O)CSCC(=O)Nc2ccc(C(N)=O)cc2)c(C)c1 | 0.1 | -0.6 | 3 | 8
Cc1ccc(/C(CCN(C)C)=N/O)cc1 | -0.2 | 1.2 | -16 | 6
COC(=O)/C(C#N)=C\c1ccccc1F | 0.2 | -1.3 | 15 | 4
Cc1ccn2cc(CNS(=O)(=O)c3ccc4ccccc4c3)nc2c1 | 0.1 | -0.6 | 4 | -2
NC(=O)CC[C@H](NC(=O)c1ccc(F)cc1)C(=O)OCC(=O)Nc1ccc([N+](=O)[O-])cc1 | -0.1 | 3.1 | 0 | 3
COc1ccc(N=C2SC(C(=O)Nc3cccc(Cl)c3)CC(=O)N2CCc2ccccc2)cc1 (stereo not given) | 0.1 | 0.1 | 9 | 8
Cc1c(CNCc2ccccc2Br)c(C(=O)O)c(C)n1Cc1ccccc1 | 0.8 | 0.3 | 14 | 15
Cc1[nH]nc2c1C(c1ccc(OC(=O)c3c(-c4c(Cl)cccc4Cl)noc3C)cc1)C(C#N)=C(N)O2 (stereo not given) | -0.2 | 0.9 | -1 | 9
COc1cc([N+](=O)[O-])ccc1-c1ccc(C(=O)Nc2cc(Cl)cc(Cl)c2)o1 | 0.0 | -0.9 | -4 | 4
O=C(N/N=C/c1ccccc1O)c1cccc2cc[nH]c12 | -1.4 | 1.7 | 5 | 81*
COc1cc2ncn3c(=O)n(CC(=O)NC4CCCCC4)nc3c2cc1OC | 0.1 | -1.3 | 11 | 0

Next section; the last 3 above are carried over.
SMILES | FBW7 act | GPR151 activ | MITF inh | TEAD-YAP inh
COc1cc([N+](=O)[O-])ccc1-c1ccc(C(=O)Nc2cc(Cl)cc(Cl)c2)o1 | 0.0 | -0.9 | -4 | 4
O=C(N/N=C/c1ccccc1O)c1cccc2cc[nH]c12 | -1.4 | 1.7 | 5 | 81*
COc1cc2ncn3c(=O)n(CC(=O)NC4CCCCC4)nc3c2cc1OC | 0.1 | -1.3 | 11 | 0
O=C(CCc1nnc(CCCc2ccccc2)o1)NCCc1ccccc1 | 0.0 | -1.0 | -14 | -18
O=c1[nH][nH]c(=S)n1-c1ccc2c(c1)OCCO2 | 0.1 | -0.2 | 4 | -2
Cc1ccccc1NCC(=O)N/N=C\c1ccccc1Cl | 0.1 | -0.5 | 3 | -10
CCOc1ccc(/C=C/C(=O)C(C(=O)O)=C2SCCS2)cc1 | 0.2 | -1.4 | 5 | -54
OCCNCCOc1cccc(Cl)c1Cl | 0.2 | 0.2 | 7 | -1
O=C(c1ccc(F)cc1)c1ccc(N2CCCCC2)cc1 | 0.6 | -0.9 | 17 | -48
OC1CCCN(Cn2nc3c(Cl)cc(Cl)cn3c2=S)C1 (stereo not given) | -0.1 | 0.2 | -11 | -10
COc1ccc(NC(=S)N(CCN2CCCCC2)Cc2ccco2)cc1Cl | 0.2 | 0.1 | -1 | -11
COc1cc([N+](=O)[O-])ccc1N=Cc1c(C)[nH]n(-c2ccc(C)c(C)c2)c1=O | 0.5 | -1.8 | 18 | 2
C=CCN1C(=O)CN=C1Nc1cc(C)cc(C)c1 | 0.0 | -0.4 | 2 | 2
O=C(CSc1nc(=O)n2ccccc2n1)NC1CCCC1 | 0.1 | -0.9 | -9 | -20
CC12CC3(C)CC(C)(C1)CC(C(N)=O)(C2)C3 | -0.2 | 0.9 | -19 | 0
CC(=O)c1c(C)nnn1-c1nonc1N | 0.6 | 0.4 | 7 | 14
COc1cccc(-c2csc3nnc(SCC(=O)c4ccc(NC(C)=O)cc4)n23)c1 | 13* | 0.0 | 10 | 3
CC(C)C(NS(=O)(=O)c1cccc([N+](=O)[O-])c1)C(C)C | -0.2 | -0.6 | 10 | -9

As entered above:
CCOc1ccc(/C=C/C(=O)C(C(=O)O)=C2SCCS2)cc1 – FBW7 act: 0.2
CC(C)C(NS(=O)(=O)c1cccc([N+](=O)[O-])c1)C(C)C – FBW7 act: -0.2
C=CCN1C(=O)CN=C1Nc1cc(C)cc(C)c1 – GPR151 activ: -0.4
O=c1[nH][nH]c(=S)n1-c1ccc2c(c1)OCCO2 – GPR151 activ: -0.2
OCCNCCOc1cccc(Cl)c1Cl – TEAD-YAP inh: -1

The results go on.
SMILES | FBW7 act | GPR151 activ | MITF inh | TEAD-YAP inh
O=C1C2=C(Nc3ccccc3SC2c2ccc([N+](=O)[O-])cc2)c2ccccc21 (stereo not given) | -0.4 | 1.2 | 7 | -1
OCCCc1nc2ccc(Cc3ccc4nc(CCCO)[nH]c4c3)cc2[nH]1 | 0.1 | -0.1 | 8 | 11
CCOC(=O)Nc1nc(-c2ccc(F)cc2F)cs1 | -0.4 | 1.6 | 2 | -50
O=C(Nc1ccccc1)N(O)Cc1cc2ccccc2s1 | -0.1 | -0.8 | 11 | -1
Cc1cc(N2CCOCC2)n2nc(-c3ccc(F)cc3)cc2n1 | 0.0 | -0.9 | 18 | 1
O=C(Nc1nncs1)c1ccc(Cl)cc1 | -0.1 | -0.9 | 0 | -11
CCOc1ccc([N+](=O)[O-])cc1C1NC(=O)NC(C)=C1C(=O)Nc1ccccc1C (stereo not given) | -0.1 | -0.7 | 10 | 3
O=C(c1cc(-c2ccccc2F)no1)N1CCOCC1 | 0.0 | -4.3 | 5 | -56
COc1ccc(S(=O)(=O)N2CCN(c3ccc([N+](=O)[O-])cc3Cl)CC2)cc1OC | 0.0 | -0.9 | 36 | 30
CC(C(=O)Nc1ccc(Br)cc1F)N1Cc2ccccc2C1=O (stereo not given) | -0.1 | 0.6 | 0 | 2
CN1CCN(C(=O)c2ccc(-c3nc(NCCc4ccc(O)cc4)c4ncn(CCN5CCCC5=O)c4n3)cc2)CC1 | 0.1 | -0.9 | -5 | 6
Cc1cc(C)cc(OCC(=O)Nc2cc(C)ccc2C)c1 | -0.1 | 0.4 | 1 | 2
COC(=O)c1ccc(NC(=O)/C=N/O)cc1 | -0.1 | 1.2 | -5 | -1
O=C(CSc1ccccc1)Nc1nnc(-c2cccs2)o1 | -1.0 | -1.7 | -1 | -10
Cc1onc(-c2ccccc2)c1C(=O)NC(C)C1CCCO1 (stereo not given) | 0.1 | 2.7 | 4 | 8
Cc1ccccc1/C=N/NC(=O)c1cccc(Cl)c1 | 0.1 | 1.1 | 0 | -27
O=C(CC(NCc1cccnc1)C(=O)O)NCc1cccnc1 (stereo not given) | 0.2 | -0.7 | 16 | -12
O=C1NC2=C(C(=O)OC2)C(c2ccc(Br)cc2)N1 (stereo not given) | 0.0 | 1.8 | 11 | 9
CC(C)C(C)/C=C/[C@@H](C)[C@H]1CC[C@H]2/C(=C/C=C3\C[C@@H](O)CC[C@@H]3C)CCC[C@]12C (stereo not given in full) | 0.5 | 0.1 | 17 | -8
CCN1CCN(c2ncc(C(=O)Nc3cc(OC)ccc3OC)c3ccccc23)CC1 | -0.1 | -2.4 | 4 | 0
Cn1c2c(c(=O)n(C)c1=O)C(c1ccccc1Cl)CC(=O)N2 (stereo not given) | 0.0 | 8.6* | 10 | 5
COc1ccc(/C=C2\CCn3c2nc2cc(C(=O)O)ccc2c3=O)cc1O | -0.2 | 1.8 | 0 | 7
CCOc1ccc2nc(SCc3c(C(=O)OC)nnn3-c3nonc3N)sc2c1 | -0.1 | 2.6 | 6 | 2
CC(=O)Nc1nc2ccc3nc(C)sc3c2s1 | 0.1 | 1.2 | -6 | -60
Fc1ccc(Nc2c3c(nc4nncn24)CCC3)cc1 | -0.2 | 0.5 | 6 | -15
CCCCNc1nc(SCC(=O)c2ccc(O)c(O)c2)nc2ccccc12 | -0.4 | 5.6* | 56* | 3
CN1CCN(NC(=O)Nc2cccc3ccccc23)CC1 | 0.1 | -0.2 | 12 | 2
Cc1nnc(N(C)C(=O)c2ccccn2)s1 | 0.0 | 0.8 | 1 | 0
COc1cccc(OCC(O)CN2C(=O)CCC2CCNCc2ccccc2)c1 (stereo not given) | -0.1 | -1.5 | 4 | 6
Nc1c(S(=O)(=O)O)cc(NC(=O)c2ccccc2)c2c1C(=O)c1ccccc1C2=O | -0.7 | 1.2 | 14 | 15
Cn1c(C(C#N)C(=O)c2n[nH]c(=O)c3ccccc23)nc2ccccc21 (stereo not given) | 0.1 | -0.1 | -6 | -1
COc1cccc(C2=CC(c3ccccc3OC)n3ncnc3N2)c1 (stereo not given) | 0.1 | 2.3 | -13 | 11
COc1ccc([N+](=O)[O-])cc1N(CC(=O)Nc1ccc(F)c(Cl)c1)S(C)(=O)=O | 0.0 | -0.7 | -16 | -1
COc1ccc(-n2cc(-c3ccccc3)c3c(Nc4ccc(OC)c(Cl)c4)ncnc32)cc1 | 0.0 | 0.0 | 5 | 1
CCOC(=O)C1=CN(C)C=C(C(=O)OCC)C1c1cc(OC)ccc1OC | 0.1 | -1.3 | 4 | 2
CCOCCCNC(=O)c1ccc(CS(=O)(=O)c2ccccc2OC)o1 | 0.9 | -1.4 | 18 | 6
Cc1cc(=O)[nH]c(-n2ncc(C(=O)NCCC3=CCCCC3)c2C)n1 | -0.3 | -0.5 | 8 | 5
CC(C)NS(=O)(=O)c1ccc(OCC(=O)Nc2ccc3c(c2)OCCO3)c(Cl)c1 | -0.3 | -1.0 | -5 | -6
O=C(Nc1ccc2ccccc2c1)c1ccc(C(=O)c2ccccc2)o1 | -0.1 | -0.5 | 10 | -4
CCCCNC(c1ccccc1)c1ccncc1 (stereo not given) | 0.0 | 3.3 | 18 | -4
O=C(Nc1ncccc1O)c1c(O)c2c([nH]c1=O)CCCC2 | 0.2 | -1.8 | 12 | -26
COc1ccc(C2CC(=O)CC(=O)C2)cc1 | 0.1 | 0.3 | 10 | -7
CC1CCCC(NC(=O)c2ccc(Cn3c(=S)[nH]c4ccc(Br)cc4c3=O)cc2)C1C (stereo not given) | 0.1 | 0.1 | 12 | 2
Cc1nc2c(C(=O)NCc3ccco3)cnn2c(C)c1Cc1ccc(F)cc1 | -0.2 | -0.4 | 7 | 3
CCOc1ccc(C2(C)N(O)C(CC)C(c3ccccc3)=[N+]2[O-])cc1 (stereo not given) | -0.1 | -1.5 | -11 | -9

In another format: results already given.
> Cn1c(C(C#N)C(=O)c2n[nH]c(=O)c3ccccc23)nc2ccccc21 (stereo not given)
  FBW7 act: 0.1
  GPR151 activ: -0.1
  MITF inh: -6
  TEAD-YAP inh: -1

> COc1cccc(C2=CC(c3ccccc3OC)n3ncnc3N2)c1 (stereo not given)
  FBW7 act: 0.1
  GPR151 activ: 2.3
  MITF inh: -13
  TEAD-YAP inh: 11

> COc1ccc([N+](=O)[O-])cc1N(CC(=O)Nc1ccc(F)c(Cl)c1)S(C)(=O)=O
  FBW7 act: 0.0
  GPR151 activ: -0.7
  MITF inh: -16
  TEAD-YAP inh: -1

> COc1ccc(-n2cc(-c3ccccc3)c3c(Nc4ccc(OC)c(Cl)c4)ncnc32)cc1
  FBW7 act: 0.0
  GPR151 activ: 0.0
  MITF inh: 5
  TEAD-YAP inh: 1

(cont.)
SMILES | FBW7 act | GPR151 activ | MITF inh | TEAD-YAP inh
O=C(O)C(=N\Nc1ccccc1)/C(=N/Nc1ccccc1)C(=O)O | 0.6 | -0.4 | -1 | -3
C/C(CC(=O)Nc1ccccc1Cl)=N\NC(=O)c1cc(N)cc([N+](=O)[O-])c1 | 0.0 | -0.1 | 8 | 4
CCOC(=O)C1=C(C)N(c2ccccc2)C(=O)/C1=C\c1ccco1 | -0.2 | 0.2 | 1 | 0
Cc1nc(-c2cccc(NC(=O)c3cccc(F)c3)c2)cs1 | 0.0 | -0.5 | 6 | -16
O=C(CN(c1ccccc1Cl)S(=O)(=O)c1ccccc1)NCc1ccncc1 | -0.1 | -0.5 | 9 | 11
O=C(CCn1c(SCC(=O)c2ccc(Br)cc2)nc2cc3c(cc2c1=O)OCO3)NCc1ccc2c(c1)OCO2 | -0.1 | 1.0 | -4 | -1
CC12CC3(C)CC(C)(C1)CC(C(=O)Nc1nccs1)(C2)C3 | -0.1 | 1.1 | 3 | 1
COc1ccccc1NC(=O)Cn1cnc2sc(C(=O)Nc3ccccc3C(F)(F)F)c(C)c2c1=O | -0.4 | -0.9 | 0 | 4
CCC12CN(C(=O)CC(C)C)CC(CC)(CN(C(=O)CC(C)C)C1)C2=O | 0.2 | -0.2 | -24 | 3
O=C(NC1CC1)c1cnc(Nc2ccc(C(F)(F)F)cc2)s1 | 0.1 | 4.9* | 5 | 1
COc1ccc(CN2CCc3nc(C)[nH]c(=O)c3C2)cc1 | -0.1 | 1.5 | -6 | -4
COc1ccc(Cl)cc1NC(=O)c1n[nH]c(=O)c2ccccc12 | -0.1 | -1.9 | 3 | -6
Cc1nnc(SCC(=O)NNC(=O)c2ccc(Br)cc2)[nH]c1=O | 0.1 | 1.6 | 7 | -11
CCSc1nnc2c(n1)OC(c1cccc(OC)c1)N(C(=O)CC)c1ccccc1-2 (stereo not given) | 0.8 | 1.0 | 11 | -8
Cc1cccn2c(=O)c(C=Nc3ccc4c(c3)OCO4)c(N3CCCC3)nc12 | -0.1 | 0.7 | -14 | -21

Profiles, looked up by structure.
Cc1nnc(SCC(=O)NNC(=O)c2ccc(Br)cc2)[nH]c1=O is listed with FBW7 act = 0.1; GPR151 activ = 1.6; MITF inh = 7; TEAD-YAP inh = -11
O=C(CCn1c(SCC(=O)c2ccc(Br)cc2)nc2cc3c(cc2c1=O)OCO3)NCc1ccc2c(c1)OCO2 is listed with FBW7 act = -0.1; GPR151 activ = 1.0; MITF inh = -4; TEAD-YAP inh = -1
